Compound activity from PubChem.
Hsp70 displacement – small molecules displacing fluorescent ligand from Hsp70 – biochemical, fluorescence polarization, primary screen (AID 583) | Hsp70 fluorescence polarization probe displacement, mP; higher % means a stronger effect | displacement, % at 20 µM, or IC50 in µM where a hit was titrated | 140,000 compounds, 0.06% hits; in the data active = displacement above about 50%;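 note: plate controls were vehicle for no effect and reference ligand for full effect; a part of the inactive calls stands beside numbers as strong as those of hits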
MKP-3 inhibition – MKP-3 phosphatase inhibitors, primary screen, biochemical, rat enzyme, in vitro (AID 425); inhibition, % at 20 µM, or IC50 in µM where a hit was titrated; recombinant MKP-3 phosphatase activity, fluorescence; higher % means a stronger effect; 110,000 compounds, 0.17% hits; in the data active = inhibition above about 50%;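 note: plate controls were vehicle for no effect and reference inhibitor for full effect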
* hit, by the source's call; & = joins results of further samples. Only part of the results is shown; count on the stated rates, not on these rows.

`Cc1ccc(NC(=O)CSc2nnc(-c3ccccc3)c(-c3ccccc3)n2)cc1` gave Hsp70 displacement -0.1% and MKP-3 inhibition 6%.
CC(C)CNC(=O)CCCOc1ccc(Cl)cc1Cl was read as Hsp70 displacement 1.2% and MKP-3 inhibition -3%.
COCCOC(=O)C1=C(C)NC(C)=C(C(=O)OCCOC)C1c1ccc(-c2cccc(Cl)c2)o1 was read as Hsp70 displacement 1.5% and MKP-3 inhibition 4%.
Cc1ccc(S(=O)(=O)NC(C)(C)C(=O)O)cc1 was read as Hsp70 displacement -0.4% and MKP-3 inhibition 3%.
`COc1ccccc1OCCOc1ccc(/C=N/n2cnnc2)cc1` gave Hsp70 displacement 4.5%&0.2% and MKP-3 inhibition 6%&3%.
Cc1ccc(S(=O)(=O)/N=S(\C)CC2CC2(Cl)Cl)cc1 (centres undefined) was read as Hsp70 displacement 3.4%.
Screening O=C(Nc1sc2c(c1C(=O)Nc1ccccc1)CCC2)c1cccc(Br)c1 returned Hsp70 displacement 0.0% and MKP-3 inhibition 1%.
`CC(=O)NC(=O)c1ccccc1OCc1ccc([N+](=O)[O-])cc1` gave Hsp70 displacement 2.1% and MKP-3 inhibition -2%.
`COc1ccc(C2Nc3ccccc3C(=O)N2c2ccccc2)cc1COc1ccccn1` (centres undefined) gave Hsp70 displacement 1.3% and MKP-3 inhibition 2%.
O=C1/C(=C/c2ccc3c(c2)OCO3)SC(=S)N1c1ccc(F)cc1 was read as Hsp70 displacement 4.1% and MKP-3 inhibition 2%.
Screening CCOC(=O)C1CCCN(c2c(N3CCN(c4ccccn4)CC3)c(=O)c2=O)C1 (centres undefined) returned Hsp70 displacement 3.4% and MKP-3 inhibition 1%.
FC(F)(F)c1nnc2ccc(N3CCCCCC3)nn12 was read as Hsp70 displacement 1.6% and MKP-3 inhibition -3%.
Oc1ccccc1CN1CCCN(Cc2ccccc2O)C1 was read as Hsp70 displacement -2.1% and MKP-3 inhibition -11%.
Cc1ccc(S(=O)(=O)N(C)c2ccc(C(=O)N3CCCCC3)cc2)cc1 was read as Hsp70 displacement 0.3%.
`COc1cc(C2Nc3cc(C)c(C)cc3NC3=C2C(=O)CC(C)(C)C3)cc(Br)c1OC` (centres undefined) gave Hsp70 displacement 1.1% and MKP-3 inhibition 5%.
O=C(O)/C=C\C(=O)NN=C(c1ccccc1)c1ccccc1 was read as Hsp70 displacement 2.4% and MKP-3 inhibition -1%.
For CCn1c2ccccc2c2cc(CN3CCN(C(=O)c4ccc([N+](=O)[O-])cc4)CC3)ccc21 the results were Hsp70 displacement 0.7% and MKP-3 inhibition 6%.
Screening Cn1c(=O)[nH]c(=O)c2c1nc(CN1CCOCC1)n2Cc1ccccc1 returned Hsp70 displacement 2.8% and MKP-3 inhibition -2%.
`O=C1CC(c2cccc(C(F)(F)F)c2)c2ccc3ccccc3c2N1` (centres undefined) gave Hsp70 displacement 1.9% and MKP-3 inhibition 4%.
Cc1ccc(/C(O)=C2\C(=O)C(=O)N(c3nccs3)C2c2cccc(Br)c2)cc1 (centres undefined) was read as Hsp70 displacement 1.2% and MKP-3 inhibition 3%.
Screening COc1ccc(OC)c(C2=NOC(C(=O)NCC3CCCO3)C2)c1 (centres undefined) returned Hsp70 displacement 0.4% and MKP-3 inhibition -9%.
Screening O=C(NCc1ccco1)c1ccc2c(=O)n(Cc3ccco3)c(SCC(=O)N3CCCC3)nc2c1 returned Hsp70 displacement 10% and MKP-3 inhibition 12%.
Screening CCC(C)c1ccccc1OCCn1cc(/C=C2/SC(=S)NC2=O)c2ccccc21 (centres undefined) returned Hsp70 displacement -6.4% and MKP-3 inhibition 0%.
For COc1cc(CNCC(C)C)c(Br)cc1OCC(=O)NCc1ccccc1 the results were Hsp70 displacement -3.7%.
For COCCCNC(=O)Nc1ccc(F)cc1F the results were Hsp70 displacement 10% and MKP-3 inhibition -15%.
For CCn1c(Cc2ccccc2)nnc1SCC(=O)Nc1ccc2c(c1)OCO2 the results were Hsp70 displacement 0.6% and MKP-3 inhibition -3%.
For O=C(Nc1cccnc1)c1cc2n(n1)C(C(F)(F)F)CC(c1ccc(Br)cc1)N2 (centres undefined) the results were Hsp70 displacement -6.9% and MKP-3 inhibition -2%.
CCn1c(=S)sc2c(=O)[nH]c(C)nc21 was read as Hsp70 displacement -0.8% and MKP-3 inhibition -3%.
`Fc1cccc(Cl)c1CSc1nnnn1-c1ccc2c(c1)OCO2` gave Hsp70 displacement 5.2% and MKP-3 inhibition -11%.
Screening O=C(NCc1ccccn1)C1CC(=O)N(C2CCCC2)C1 (centres undefined) returned Hsp70 displacement 9.3% and MKP-3 inhibition -9%.
`CCOC(=O)C1CCN(C(=O)CN2C(=O)C(CC)Oc3ccccc32)CC1` (centres undefined) gave Hsp70 displacement 4.4% and MKP-3 inhibition -6%.
Screening COc1ccc(CNC2CC(=O)N(C)C2=O)cc1 (centres undefined) returned Hsp70 displacement 2.6% and MKP-3 inhibition -6%.
`Cn1c(=O)c2c(nc(SCCOc3ccc4ccc(=O)oc4c3)n2C)n(C)c1=O` gave Hsp70 displacement -0.7% and MKP-3 inhibition -2%.
Screening CC(C)(C)C(=O)NC1(C(F)(F)F)N=C2SCCN2C1=O (centres undefined) returned Hsp70 displacement 8.0%.
O=C(CCN1C(=O)c2ccccc2C1=O)Nc1ccccn1 was read as Hsp70 displacement 4.2% and MKP-3 inhibition -18%.
Screening Cc1ccc(NC(=O)CN(c2ccccc2F)S(C)(=O)=O)cc1 returned Hsp70 displacement 6.0% and MKP-3 inhibition -7%.
`N#Cc1ccc(C(=O)Nc2ccc(N3CCN(C(=O)c4ccco4)CC3)cc2)c(F)c1` gave Hsp70 displacement -1.0%.
Screening CCOC(=O)c1c(NC(=O)/C=C/c2cccs2)sc(C(C)=O)c1C returned Hsp70 displacement 1.1% and MKP-3 inhibition 5%.
COc1cccc(Nc2nnc(SCC(=O)N3CC(C)OC(C)C3)s2)c1 (centres undefined) was read as Hsp70 displacement -0.3% and MKP-3 inhibition -7%.
`Cc1ccc(O)c(NC(=O)c2cc3nc(-c4ccccc4)cc(C)n3n2)c1` gave Hsp70 displacement 4.6% and MKP-3 inhibition 0%.
For Fc1ccc(CN2CCCCCC2)c(F)c1 the results were Hsp70 displacement -1.1% and MKP-3 inhibition -11%.
Screening c1ccc2nc(N3CCOCC3)c(N3CCOCC3)nc2c1 returned Hsp70 displacement -3.4% and MKP-3 inhibition -6%.
CSc1ccc(CN2CCN(C(=O)c3ccco3)CC2)cc1 was read as Hsp70 displacement -3.5% and MKP-3 inhibition 2%.
`COC(=O)c1ccc(NC(=O)C(C)N2C(=O)c3cccc4cccc(c34)C2=O)cc1` (centres undefined) gave Hsp70 displacement -6.9% and MKP-3 inhibition 2%.
O=C(OCc1cc(=O)n2c(n1)sc1ccccc12)c1ccc2c(=O)n3c(nc2c1)CCC3 was read as Hsp70 displacement 6.6% and MKP-3 inhibition 3%.

Of the compounds above, these have a CF3 group.
FC(F)(F)c1nnc2ccc(N3CCCCCC3)nn12 was read as Hsp70 displacement 1.6% and MKP-3 inhibition -3%.
`O=C1CC(c2cccc(C(F)(F)F)c2)c2ccc3ccccc3c2N1` (centres undefined) gave Hsp70 displacement 1.9% and MKP-3 inhibition 4%.
For O=C(Nc1cccnc1)c1cc2n(n1)C(C(F)(F)F)CC(c1ccc(Br)cc1)N2 (centres undefined) the results were Hsp70 displacement -6.9% and MKP-3 inhibition -2%.
Screening CC(C)(C)C(=O)NC1(C(F)(F)F)N=C2SCCN2C1=O (centres undefined) returned Hsp70 displacement 8.0%.

Entries from the list above that contain a thiophene ring, fused or not:
Screening O=C(Nc1sc2c(c1C(=O)Nc1ccccc1)CCC2)c1cccc(Br)c1 returned Hsp70 displacement 0.0% and MKP-3 inhibition 1%.
Screening CCOC(=O)c1c(NC(=O)/C=C/c2cccs2)sc(C(C)=O)c1C returned Hsp70 displacement 1.1% and MKP-3 inhibition 5%.

Going on with the list:
CCN(CC)S(=O)(=O)c1ccc(C(=O)N2CCCCC2)cc1 was read as Hsp70 displacement 0.7%.
For N#CC1=C(SCc2ccc(C#N)cc2)N=C(N)C(c2nc(-c3ccccc3)cs2)C12CCCCC2 (centres undefined) the results were Hsp70 displacement -12%.
Cc1cccc2c1N(C(=O)Cc1ccccc1)C(C)(C)c1ssc(=S)c1-2 was read as Hsp70 displacement -0.2% and MKP-3 inhibition 4%.
Screening COC(=O)c1cc(Cc2ccc(N)c(C(=O)OC)c2)ccc1N returned Hsp70 displacement -7.2% and MKP-3 inhibition -18%.
Screening Cn1c(C(=O)N2CCC(C(=O)N3CCN(Cc4ccc5c(c4)OCO5)CC3)CC2)cc2sccc21 returned Hsp70 displacement 1.2% and MKP-3 inhibition -10%.
Screening COCc1cc(=O)n2[nH]c(C)nc2n1 returned Hsp70 displacement -0.5% and MKP-3 inhibition 1%.
`O=C(Nc1ccncc1)c1c(F)cccc1F` gave Hsp70 displacement 5.4% and MKP-3 inhibition -9%.
`CCCCc1ccc(-c2nc(-c3ccncc3)no2)cc1` gave Hsp70 displacement -3.3% and MKP-3 inhibition -2%.
`O=C(COc1cccc2ccccc12)Nc1nc2ccccc2[nH]1` gave Hsp70 displacement 2.0%.
COC(=O)c1ccc(NS(=O)(=O)c2cc(C)ccc2OC)cc1 was read as Hsp70 displacement -0.2% and MKP-3 inhibition -12%.
`CC1=C(C)CC(C(=O)NCC(=O)c2ccccc2)C(C(=O)O)C1` (centres undefined) gave Hsp70 displacement 2.5%.
COc1cccc(N(CC(=O)NCCSc2ccc(Cl)cc2)S(C)(=O)=O)c1 was read as Hsp70 displacement 2.7%.
`CCCc1ccc2c(N)c(C#N)sc2n1` gave Hsp70 displacement -0.1% and MKP-3 inhibition 1%.
`O=C(Nc1ccccc1)c1cccc(Br)c1` gave Hsp70 displacement 2.8% and MKP-3 inhibition 2%.
Screening Cc1ccc(Nc2nc3nonc3nc2NNc2ccccc2)cc1Cl returned Hsp70 displacement -1.8% and MKP-3 inhibition 3%.

Ordered by SMILES length (largest number first): part of the list above
Cc1cccc2c1N(C(=O)Cc1ccccc1)C(C)(C)c1ssc(=S)c1-2 was read as Hsp70 displacement -0.2% and MKP-3 inhibition 4%.
COC(=O)c1ccc(NS(=O)(=O)c2cc(C)ccc2OC)cc1 was read as Hsp70 displacement -0.2% and MKP-3 inhibition -12%.
`O=C(COc1cccc2ccccc12)Nc1nc2ccccc2[nH]1` gave Hsp70 displacement 2.0%.
Screening COCc1cc(=O)n2[nH]c(C)nc2n1 returned Hsp70 displacement -0.5% and MKP-3 inhibition 1%.

By substructure, the compounds so far with a nitro group on carbon (2)
`CC(=O)NC(=O)c1ccccc1OCc1ccc([N+](=O)[O-])cc1` gave Hsp70 displacement 2.1% and MKP-3 inhibition -2%.
For CCn1c2ccccc2c2cc(CN3CCN(C(=O)c4ccc([N+](=O)[O-])cc4)CC3)ccc21 the results were Hsp70 displacement 0.7% and MKP-3 inhibition 6%.

Continuation:
Cc1c(C(=O)NCc2cccs2)oc2ccc(S(=O)(=O)N3CCOCC3)cc12 was read as Hsp70 displacement -0.6% and MKP-3 inhibition -4%.
`N=c1sc(Cc2ccccc2Cl)cn1CC(=O)c1ccccc1` gave Hsp70 displacement -0.9% and MKP-3 inhibition 1%.
O=C(Nc1ccccc1Cl)c1ccn(C(=O)c2cccc(Cl)c2)n1 was read as Hsp70 displacement -4.6% and MKP-3 inhibition 4%.
For COc1ccccc1NS(=O)(=O)c1ccc(C(=O)OCC(=O)NCc2ccco2)cc1 the results were Hsp70 displacement 1.3% and MKP-3 inhibition 10%.
For O=C(Cn1ncc2c1-c1ccccc1OC2)Nc1ccc(Cl)cn1 the results were Hsp70 displacement 2.3% and MKP-3 inhibition -5%.
Screening COC(=O)c1cc(Nc2nc3ccccc3nc2NS(=O)(=O)c2ccccc2)ccc1Cl returned Hsp70 displacement 22% and MKP-3 inhibition 2%.
For Cc1cc(C(=O)Nc2sc(C)c(C)c2C#N)no1 the results were Hsp70 displacement 5.4% and MKP-3 inhibition 0%.
C/C(=N\Nc1nc(-c2ccccc2)nc(C)c1C)c1cccc([N+](=O)[O-])c1 was read as Hsp70 displacement -0.5% and MKP-3 inhibition -1%.
For COc1cccc(C(=O)N(CN2CCCC2=O)c2cccc(Cl)c2)c1OC the results were Hsp70 displacement -3.0% and MKP-3 inhibition 5%.
`Cc1ccc(CNS(=O)(=O)c2ccccc2[N+](=O)[O-])cc1` gave Hsp70 displacement 0.5% and MKP-3 inhibition 0%.
COc1cc(C2C(C#N)=C(N)OC3=C2C(=O)CCC3)ccc1OC(=O)N1CCOCC1 (centres undefined) was read as Hsp70 displacement -1.4% and MKP-3 inhibition -6%.
`CC(=O)Nc1ccc(Cl)c(-c2nc3cc(Cl)ccc3o2)c1` gave Hsp70 displacement -0.6% and MKP-3 inhibition 2%.
CCOc1ccc(N(CC)C(=O)COc2cc(=O)n(CC)c3ccccc23)cc1 was read as Hsp70 displacement 0.6%.
`Cc1ccc(C)c(Cn2nnc3c(=O)[nH]c(C4CCN(C(=O)c5cccs5)CC4)nc32)c1` gave Hsp70 displacement 7.8% and MKP-3 inhibition -5%.
`Cc1nnc(N2CCN(C)CC2)c2nn(-c3ccc(Cl)cc3)c(C)c12` gave Hsp70 displacement 2.0%.
Screening Cc1cc(C(=O)COC(=O)c2ccc3c(c2)OCO3)c(C)n1Cc1cccs1 returned Hsp70 displacement -5.2% and MKP-3 inhibition -10%.
COc1ccccc1S(=O)(=O)Cc1ccc(C(=O)NCCN(C)C)o1 was read as Hsp70 displacement -4.8% and MKP-3 inhibition -1%.
